Screens: PubChem BioAssay, National Center for Advancing Translational Sciences (NCATS)
RXFP1 antagonist: qHTS Assay for Antagonists of the Relaxin Receptor RXFP1. Relaxin receptor 1 (Homo sapiens), Q9HBX9. HEK293-RXFP1, relaxin-stimulated cAMP HTRF, 30 min; stronger effect = lower value. activity change, negative = inhibition, % at 57.5 µM. actives 0.59% (n = 350,000). AID 1259400, 2018;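 active means activity change of -60% or lower, but not beyond a set lower limit; inconclusive means change between -60% and -40%, or beyond the set limit; inactive means change above -40%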; further: on the % scale 0 is the no-effect control and ±100 the full control effect
Apoferritin bind: qHTS Assay for Identification of Novel General Anesthetics | Ferritin light chain (Equus caballus), P02791 | apoferritin/1-aminoanthracene competitive binding, fluorescence | Potency, µM (series often up to 77.5 µM), for the others: at the top dose activity change, negative = displacement, hits mostly inhibitors | actives 0.074% (n = 350,000) | AID 485281, 2010; further: potency means the concentration at half of the fitted maximal effect; on the % scale 0 is the no-effect control and ±100 the full control effect; nearly all actives have a fitted effect of over 20% in size
Target sequence (P02791 2-175 limits assumed): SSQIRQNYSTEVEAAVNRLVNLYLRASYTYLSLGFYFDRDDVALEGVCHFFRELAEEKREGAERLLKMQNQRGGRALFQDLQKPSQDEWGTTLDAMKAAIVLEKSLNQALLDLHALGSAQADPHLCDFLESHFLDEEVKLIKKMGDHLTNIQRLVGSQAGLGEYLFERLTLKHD
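In PBS, apoferritin at 10 uM is loaded with 1-AMA from a 50% saturated solution. After 10 min of compound exposure at ambient temperature, reduced 535 nm fluorescence indicates probe displacement.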
PGK inhibitor: qHTS Assay to Find Inhibitors of Phosphoglycerate Kinase. PGK/GAPDH coupled, Kinase-Glo luminescence, 60 min. Potency, µM (doses to about 57.5 µM), inactives show top-dose activity change, negative = inhibition, usual class: inhibitors. AID 602233, 2012. actives 0.043% (n = 380,000); further: potency means the concentration at half of the fitted maximal effect; on the % scale 0 is the no-effect control and ±100 the full control effect; nearly all actives have a fitted effect of over 60% in size
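Recombinant glycosomal PGK reaction used 1,3-bisphosphoglycerate generated in-well by GAPDH (100nM final) in 100mM TEA pH 7.6, 5mM MgCl2, 0.01% Tween-20. After 60 minutes at room temperature, ATP was read by Kinase-Glo Plus luminescence end-point.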
BLM helicase inh: qHTS Assay for Inhibitors of Bloom's syndrome helicase (BLM); RecQ-like DNA helicase BLM (Homo sapiens), P54132; recombinant BLM DNA unwinding, fluorescence dequenching; Potency, µM (highest dose often 56.1 µM), for the others: top-dose activity change, negative = inhibition, hits mostly inhibitors; actives 0.2% (n = 350,000);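 further: potency means the concentration at half of the fitted maximal effect; plate controls were vehicle for no effect and no enzyme for full effect; nearly all actives have a fitted effect of over 35% in size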
APEX1 inh: qHTS Assay for Inhibitors of the Human Apurinic/apyrimidinic Endonuclease 1 (APE1). DNA repair nuclease/redox regulator APEX1 (Homo sapiens), P27695. recombinant APE1, TAMRA/BHQ-2 abasic DNA cleavage fluorescence. Potency, µM (series often up to 65.8 µM), for the others: at the highest dose activity change, negative = inhibition, actives largely listed as inhibitors. actives 0.35% (n = 350,000). AID 2517, 2012;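 further: potency means the concentration at half of the fitted maximal effect; plate controls were vehicle for no effect and reference inhibitor for full effect; nearly all actives have a fitted effect of over 55% in size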
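Enzyme (0.75 nM final) and test compound are incubated 15 min at room temperature before adding 50 nM quenched THF abasic-site duplex. Cleavage dequenches TAMRA, followed at 525/598 nm over three reads one minute apart.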
Pol beta inh: qHTS Assay for Inhibitors of DNA Polymerase Beta; Potency, µM (titrated, usually from 114 µM), for inactives: at the highest dose activity change, negative = inhibition, hits mostly inhibitors; Pol beta primer extension/strand displacement, fluorescence kinetic; AID 485314, 2010; P06746; actives 1.3% (n = 340,000); further: potency means the concentration at half of the fitted maximal effect; on the % scale 0 is the no-effect control and ±100 the full control effect
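Curves were derived by four-parameter Hill fits of normalized qHTS data. The kinetic fluorescent primer-extension read was taken at 0 and 10 min after 50 nM substrate, following a 15 min room-temperature preincubation of 10 nM enzyme with compounds.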
POLI inh: qHTS for Inhibitors of Polymerase Iota; Pol iota fluorescent replication assay, 10 min; Potency, µM (series often up to 115 µM), for the others: at the highest dose activity, negative = inhibition, most hits filed as inhibitors; actives 1% (n = 390,000); further: potency means the concentration at half of the fitted maximal effect
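Pol iota at 10 nM preincubated 15 min with compounds at room temperature; reaction started with fluorescent substrate, 50 nM final. Fluorescence read kinetically at 0 and 10 min; buffer-only wells as negative control.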
POLH inh: qHTS for Inhibitors of Polymerase Eta; Potency, µM (top dose mostly 114 µM), without a hit: top-dose activity change, negative = inhibition, most hits filed as inhibitors; DNA polymerase eta (Homo sapiens), Q9Y253; AID 588591, 2011; actives 1.2% (n = 390,000); recombinant Pol eta, fluorescent DNA replication assay; further: potency means the concentration at half of the fitted maximal effect; on the % scale 0 is the no-effect control and ±100 the full control effect
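Fluorescent replication assay: 50 nM final substrate added after a 15 min room-temperature compound preincubation with 10 nM enzyme. Signal taken at 0 min and again at 10 min.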
Pol kappa inh: qHTS for Inhibitors of Polymerase Kappa; AID 588579, 2011; purified Pol kappa, fluorescent DNA synthesis assay, 10 min; Potency, µM (series often up to 107 µM), for inactives: top-dose activity, negative = inhibition, most hits filed as inhibitors; actives 0.53% (n = 400,000); DNA polymerase kappa (Homo sapiens), Q9UBT6; further: potency means the concentration at half of the fitted maximal effect; on the % scale 0 is the no-effect control and ±100 the full control effect
Target sequence (Q9UBT6 whole entry, looked up): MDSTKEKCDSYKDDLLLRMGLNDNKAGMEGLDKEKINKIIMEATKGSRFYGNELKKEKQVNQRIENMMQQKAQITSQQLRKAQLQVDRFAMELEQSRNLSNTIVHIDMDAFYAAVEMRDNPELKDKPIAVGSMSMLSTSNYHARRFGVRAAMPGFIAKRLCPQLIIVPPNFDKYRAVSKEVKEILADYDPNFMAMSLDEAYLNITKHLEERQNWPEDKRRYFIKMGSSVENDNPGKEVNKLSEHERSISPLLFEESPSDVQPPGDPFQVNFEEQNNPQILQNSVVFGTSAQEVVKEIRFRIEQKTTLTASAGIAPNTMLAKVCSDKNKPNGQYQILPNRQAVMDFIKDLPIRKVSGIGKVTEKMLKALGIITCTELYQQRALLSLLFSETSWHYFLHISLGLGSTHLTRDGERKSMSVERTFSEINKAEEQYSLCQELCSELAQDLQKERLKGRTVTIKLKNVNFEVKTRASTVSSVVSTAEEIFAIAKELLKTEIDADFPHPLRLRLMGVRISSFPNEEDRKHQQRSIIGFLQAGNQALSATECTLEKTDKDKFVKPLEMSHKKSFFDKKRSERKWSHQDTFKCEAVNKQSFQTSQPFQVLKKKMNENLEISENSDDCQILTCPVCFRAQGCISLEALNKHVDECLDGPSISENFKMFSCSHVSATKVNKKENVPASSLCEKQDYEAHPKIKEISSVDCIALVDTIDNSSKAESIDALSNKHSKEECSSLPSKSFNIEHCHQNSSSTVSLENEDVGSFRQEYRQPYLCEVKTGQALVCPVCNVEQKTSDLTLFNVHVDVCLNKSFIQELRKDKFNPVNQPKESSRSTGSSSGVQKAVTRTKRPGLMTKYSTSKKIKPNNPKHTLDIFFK
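Here, compound and 10 nM enzyme are combined for 15 min at room temperature; adding 50 nM substrate (final) starts DNA synthesis, tracked by fluorescence at 0 and 10 min against buffer-only wells.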
Numbers without * were called inactive; i = inactive; ? = inconclusive; . = no result given; [ ] = another dose, or the depositor's remark. Unless noted, the call rests on the fitted dose curve; in most records, active means well fitted curve in the direction sought with a large enough effect; inconclusive means small, poorly fitted or top-dose-only effect, or another doubt; inactive means no such curve, though single readings can be large; an effect the other way counts as inactive or inconclusive. An excerpt; count on the stated rates, not on these rows.

SMILES	RXFP1 antagonist	Apoferritin bind	PGK inhibitor	BLM helicase inh	APEX1 inh	Pol beta inh	POLI inh	POLH inh	Pol kappa inh
COc1cc(OC)cc(C(=O)n2cnnc2N)c1	5	-2%	-4%	-4%	3%	2%	16%	-14%	2%
Cc1cccc(Cn2c(CNS(=O)(=O)c3ccc(Cl)s3)nc3cccnc32)c1	-6	-10%	-7%	-4%	.	7%	17%	-26%	-8%[60.1 µM]
COc1ccc(Nc2ncnc3ccc(Br)cc23)c(OC)c1	6	-5%	-5%	0%	2%	-22%	30%	-19%	-16%
COc1ccc(C)cc1NC(=O)NCc1cccn1Cc1ccccc1	-28	43%[activator]	0%	0%	.	-9%	10%	-9%	1%
O=C(Nc1ccc2oc(-c3cccnc3)nc2c1)c1ccc(Br)cc1	-1	-5%	-5%	-6%	.	?	28%	-21%	1%
NC(=O)CSc1nnc2ccc(-c3ccc(F)cc3)nn12	8	-2%	-7%	-1%	-5%	0%	24%	45%[activator]	-2%
CC1(C(=O)O)CCC(C(=O)Nc2cccc(F)c2)C1(C)C (stereo not given)	5	2%	9%	-1%	9%	4%	-7%	10%	-14%
Cc1ccc(CNC(=O)Cc2ccc(NC3=NC4CS(=O)(=O)CC4S3)cc2)cc1 (stereo not given)	-1	-11%	-1%	-1%	5%	28%	21%	-18%	-11%
COc1ccc(N2CCN(C(=O)c3ccc(N(C)S(=O)(=O)c4ccc(OC)cc4)cc3)CC2)cc1	-18	64%[activator]	i	-12%	18%	33%	54%[activator]	-14%	-8%
Cc1nc(CSc2nnc(N)s2)cs1	-19	-13%	6%	-3%	1%	3%	42%[activator]	-1%	-16%
CCn1nnc2cc(C(=O)Nc3ccc(C(=O)OC(C)C)cc3)ccc21	-15	.	4%	.	52%[activator]	.	74%[activator]	-6%	-18%
Cc1ccc(-n2c(Cc3ccccc3)nnc2SCc2nc(-c3cccs3)no2)cc1	.	0%	3%	-5%	.	8%	-10%	-21%	-23%
Cc1cc(C)nc(NC2=NCCN2C(=O)NC2CCCCC2)n1	0	3%	-9%	3%	-2%	-2%	-9%	-15%	-4%
CCOC(=O)CNC(=S)N(CCCN1CCCCC1)Cc1cccs1	-7	-3%	-11%	0%	11%	-5%	60%[activator]	-1%	-9%
O=S(=O)(NCC(O)c1ccccc1)c1ccc(-c2ccccn2)s1 (stereo not given)	-7	6%	-1%	-3%	-2%	2%	38%[activator]	-1%	3%
COc1ccc(CCNC(=O)c2ccccc2NC(=O)CN2CCN(c3ccccc3O)CC2)cc1	-12	.	0%	.	-1%	.	25%	?	-16%
CC(NC(=O)CCSCCC(=O)NC(C)c1ccccc1)c1ccccc1 (stereo not given)	6	-9%	4%	-1%	-1%	1%	26%	-18%	-18%
O=C(Nc1ccccc1F)c1ccc2snnc2c1	-5	7%	-8%	-2%	5%	5%	-26%	-7%	2%
O=C(Nc1cc(S(=O)(=O)N2CCCCC2)ccc1Cl)C1=NN(c2ccccc2)C(=O)CC1	-5	1%	-5%	-3%	2%	15%	25%	-16%	-2%
Cn1c(SCC(=O)Nc2ccc(N3CCOCC3)cc2)nnc1-c1ccco1	?	-10%	-5%	-1%	76%[activator]	10%	66%[activator]	-19%	-12%
O=C(c1ccc(F)cc1)C(C(=O)N1CCCCC1)n1ccccc1=O (stereo not given)	14	-6%	3%	-3%	-4%	-1%	-8%	-13%	0%
COc1ccc(NC(=O)CSc2nnc(Cn3c(=O)sc4ccccc43)n2C)cc1OC	.	2%	1%	4%	-4%	8%	30%	-4%	-2%
CCOc1ccc(NC(=O)CC2C(=O)N(c3ccc(OCC)cc3)C(=S)N2C2CC2)cc1 (stereo not given)	-20	-2%	4%	2%	5%	51%	8%	-11%	-2%
O=C(Cn1cnc(Cl)c1Cl)c1ccc(F)cc1	0	-8%	-3%	-11%	-2%	-3%	29%	-5%	-4%
O=C(Nc1ccccc1)c1sc(Cl)nc1-c1ccccc1	-10	0%	-1%	-8%	-3%	23%	35%[activator]	-12%	-12%

Sorted by value in RXFP1 antagonist (rising): three from the list above
Structure | RXFP1 antagonist
COc1ccc(N2CCN(C(=O)c3ccc(N(C)S(=O)(=O)c4ccc(OC)cc4)cc3)CC2)cc1 | -18
O=C(Cn1cnc(Cl)c1Cl)c1ccc(F)cc1 | 0
COc1ccc(Nc2ncnc3ccc(Br)cc23)c(OC)c1 | 6

Returning to the listing; the 2 compounds before the break are reprinted first.
SMILES	RXFP1 antagonist	Apoferritin bind	PGK inhibitor	BLM helicase inh	APEX1 inh	Pol beta inh	POLI inh	POLH inh	Pol kappa inh
O=C(Cn1cnc(Cl)c1Cl)c1ccc(F)cc1	0	-8%	-3%	-11%	-2%	-3%	29%	-5%	-4%
O=C(Nc1ccccc1)c1sc(Cl)nc1-c1ccccc1	-10	0%	-1%	-8%	-3%	23%	35%[activator]	-12%	-12%
CC(C)c1nc(C(N)=O)c2[nH]c(=O)n(-c3ccc(F)cc3)c2n1	.	-5%	-5%	-2%	-13%	46%	?	1%	-2%
CN1CCN(NC(=O)Nc2ccc(F)cc2)CC1	7	-4%	0%	-4%	1%	20%	26%	-3%	-4%
Cc1cc(NC(=O)C23CCC(C)(C(=O)O2)C3(C)C)no1 (stereo not given)	-2	-5%	-3%	0%	-2%	-16%	6%	-6%	-3%
COc1ccc(NC(=O)c2ccc(-c3nc(CSc4ccccc4)c(C)o3)cc2)cc1OC	.	-15%	9%	-12%	.	12%	-17%	-7%	-4%
COc1ccccc1N1CCN(C(=O)C(=O)c2cn(CC(=O)N3CCCCCC3)c3ccccc23)CC1	-1	?	-10%	-5%	-19%	-20%	43%[activator]	-6%	-11%
COc1ccc2c(c1OC)C(=O)N1C2SC(C)(C)[C@H]1C(=O)NC1CCCC1 (stereo not given in full)	.	-8%	4%	3%	8%	11%	9%	-7%	-2%
CN(C)c1ccc(Nc2nc3ccccc3n3nnnc23)cc1	0	-11%	-5%	-1%	.	2%	29%	2%	5%
CC(=O)Nc1ccc(NC(=O)CCc2c(C)nc3c(c(C)nn3-c3ccccc3)c2C)cc1	-6	-15%	i	-3%	.	10%	19%	-8%	-4%
COc1ccc(/C(O)=C2/C(=O)C(=O)N(Cc3cccnc3)C2c2ccccn2)cc1 (stereo not given)	3	-6%	-3%	-7%	-3%	3%	-8%	-12%	-5%
N/C(=N\N=Cc1ccc2c(c1)OCO2)NN=Cc1ccc2c(c1)OCO2	-9	.	1%	.	.	.	3%	-21%	-12%
Cc1cc([N+](=O)[O-])ccc1-c1ccc(/C=N/NC(=O)Cc2ccccc2)o1	-5	-13%	6%	1%	-1%	-28%	29%	-14%	-15%
CC(=O)N1CCN(c2nc3c(F)cc(F)cc3s2)CC1	2	27%	14%	2%	.	0%	12%	-16%	0%[60.1 µM]
Cc1ccc(C(=O)OCC(=O)c2ccc(S(=O)(=O)N3CCCCC3)cc2)o1	-3	.	i	.	13%	.	-26%	-9%	-26%
S=C(Nc1ccccc1Cl)N(Cc1cccnc1)Cc1ccco1	-3	-7%	-1%	-2%	-1%	-11%	36%[activator]	-16%	0%
CCCS(=O)(=O)N1CCCC(C(=O)NCCCN(CC)c2cccc(C)c2)C1 (stereo not given)	6	-13%	5%	-1%	-3%	2%	16%	-18%	0%
CCN1CC(CN(C)Cc2nc(-c3ccc(OC)c4ccccc34)oc2C)CC1=O (stereo not given)	-6	-15%	-3%	3%	-3%	3%	3%	-17%	0%
C=CCn1c(-c2ccccc2)n[nH]c1=S	-12	30%	-3%	1%	-2%	8%	?	-9%	-3%
CCn1c(C)nnc1SCC(=O)Nc1cccc(C(F)(F)F)c1	-8	-7%	-1%	-4%	8%	7%	149%[activator]	-12%	-5%
O=Cc1cn(CCC(=O)O)nc1-c1cccc(Cl)c1	-9	-8%	i	-2%	1%	11%	81%[activator]	-18%	-2%
COc1ccc(C2C(C(=O)OCC(=O)NC(C)(C)C)CCC(=O)N2c2ccc(C)cc2)cc1OC (stereo not given)	-10	-14%	-2%	-3%	13%	25%	-2%	-9%	12%
COc1ccc(NC(=O)COC(=O)c2ccc3ccccc3n2)c(OC)c1	-2	.	1%	.	10%	.	-4%	-13%	1%
O=C(COC(=O)c1c2c(nc3ccccc13)CCCC2)c1cccs1	1	?	-1%	1%	?	18%	-14%	-5%	-4%
O=C1c2ccc3c4c(ccc(c24)C(=O)N1CCCCO)C(=O)N(CCCCO)C3=O	3	?	-8%	-1%	?	2%	?	-15%	-3%
NC(=O)C1CCN(C(=O)c2cc(S(=O)(=O)N3CCN(c4ccccc4)CC3)ccc2Cl)CC1	-1	.	i	.	.	.	23%	-21%	-3%
CC(C)(C)C1CCC(=NOC(=O)c2ccc(F)cc2)CC1 (stereo not given)	?	-2%	i	2%	15%	21%	17%	-14%	-3%
Fc1ccc(-c2nc3c(Cl)cc(C(F)(F)F)cn3c2Cl)cc1	-5	-5%	-2%	-2%	0%	6%	-1%	-9%	-8%
CCOC(=O)N1CCN(C(=O)c2cccn3c(=O)c4cc(Br)ccc4nc23)CC1	-13	4%	-10%	-2%	-1%	?	145%[activator]	-13%	1%
COc1ccc(/C=N/n2c(-c3ccccc3)n[nH]c2=S)cc1	-31	-8%	-6%	-5%	-5%	?	?	-3%	-7%
Cc1cccc(CSc2nnc(CCCCCNC(=O)OC(C)(C)C)o2)c1	?	4%	-6%	-11%	-5%	1%	29%	-26%	1%
